aSyn yeast rescue: inhibitors of alpha-synuclein toxicity in yeast; S. cerevisiae alpha-synuclein toxicity rescue, BacTiter-Glo growth, 24 h; Potency, µM (series often up to 46.1 µM), inactives show top-dose growth rescue (activation), hits mostly activators; hit rate 0.02% among 94,000; active = well fitted activation curve with a large enough effect; inconclusive = small, poorly fitted or top-dose-only effect; also: 0% is about no effect
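Growth restoration measured by BacTiter-Glo luminescence after 24 hr at 30 deg C; alpha-synuclein yeast, raffinose-pregrown to mid-log, were added at OD600=0.02 in galactose medium onto pinned compounds.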
* hit, by the source's call; ? = inconclusive. Potency is read from the fitted curve at half-maximal effect. These rows are one share of the data; rates above refer to the full screens.

The opening two entries as a preview:
SMILES	aSyn yeast rescue
O=C(Cn1ccc2cc(S(=O)(=O)N3CCCCC3)ccc21)NCCc1ccc(Cl)cc1	-8%
CCOc1ccc(-c2cn3c(n2)sc2cc(C(=O)NCCCN4CCCCCC4)ccc23)cc1	0%

The listing, from the first entry:
SMILES	aSyn yeast rescue
O=C(Cn1ccc2cc(S(=O)(=O)N3CCCCC3)ccc21)NCCc1ccc(Cl)cc1	-8%
CCOc1ccc(-c2cn3c(n2)sc2cc(C(=O)NCCCN4CCCCCC4)ccc23)cc1	0%
O=C(CN1C(=O)c2ccccc2C1=O)OCC(=O)N1CCN(c2ccccc2)CC1	4%
Cc1ccc(C)n1-c1ccccc1N1CCCCC1	2%
Cc1cccc(-n2c3nc(=O)n(C)c(=O)c-3cc3c(C)nn(-c4ccccc4)c32)c1C	1%
Cc1ccc2c(=O)c(C(=O)c3ccc(F)cc3)cn(CC(=O)NCc3ccccc3Cl)c2n1	-9%
COc1c(Cl)cc(C(=O)N(Cc2ccc(C)o2)C2CCS(=O)(=O)C2)cc1Cl (configuration not stated)	7%
CCOc1ccc(N(CC(=O)Nc2c(C)cccc2C)S(=O)(=O)c2c(C)[nH]c(=O)[nH]c2=O)cc1	-9%
COc1ccc(OC)c(NC(=O)CSC2=Nc3ccccc3C3=NC(CC(=O)NCCc4ccccc4)C(=O)N23)c1 (configuration not stated)	1%
O=C(Nc1ccccc1F)C1CCN(S(=O)(=O)c2cccc3nonc23)CC1	-1%
COc1ccc(C)cc1Nc1nc2c(S(=O)(=O)c3cc(C)ccc3C)nnn2c2ccsc12	6%
Cc1ccc(C2=NN(CC(=O)NC(C)c3ccccc3)C(=O)CC2)cc1 (configuration not stated)	-3%
Cc1cccc(NC(=O)CSc2nc3c(oc4ccccc43)c(=O)n2-c2ccccc2)c1C	4%
Cc1cc(NC(=O)C(C)(C)Oc2ccc(Cl)cc2)cc(-c2nc3ncccc3o2)c1O	-1%
CCNC(=O)Cn1c(-c2cccs2)cc2ccccc21	4%
O=C(NCCc1nc2ccccc2n1Cc1ccccc1)c1ccco1	-12%
CCc1cccc(NS(=O)(=O)c2ccc(-n3cccn3)cc2)c1	10%
COc1ccc(-c2[nH]ncc2/C=N\NC(=O)c2ccc(C(C)(C)C)cc2)cc1OC	2%
COc1ccccc1-c1c(C(F)(F)F)oc2cc(OC(=O)c3ccc([N+](=O)[O-])cc3)ccc2c1=O	-2%
C[C@@H]1CN([C@H](C)CO)C(=O)CCCn2cc(nn2)CO[C@H]1CN(C)C(=O)Nc1ccc(C(F)(F)F)cc1	-8%
CN1C(=O)c2ccccc2Sc2ccc(NC(=O)NCc3cccc(Cl)c3)cc21	-4%
O=C(c1ccccc1)N1CCC(c2nc3ccccc3o2)CC1	2%
CCOC(=O)c1c(-c2ccccc2)oc2ccc(NS(=O)(=O)c3ccc(C)cc3C)cc12	9%
COc1ccc(Br)cc1/C=C/c1ccc2cccc(O)c2n1	4%
CCNC(=O)NC(=O)CSc1ccc2ccccc2c1	-12%

Quoted at random: four records from the list.
SMILES	aSyn yeast rescue
O=C(NCCc1nc2ccccc2n1Cc1ccccc1)c1ccco1	-12%
CN1C(=O)c2ccccc2Sc2ccc(NC(=O)NCc3cccc(Cl)c3)cc21	-4%
Cc1cc(NC(=O)C(C)(C)Oc2ccc(Cl)cc2)cc(-c2nc3ncccc3o2)c1O	-1%
Cc1ccc(C2=NN(CC(=O)NC(C)c3ccccc3)C(=O)CC2)cc1 (configuration not stated)	-3%

3 structures out of the list, arranged by molar mass, ascending:
SMILES	aSyn yeast rescue
COc1c(Cl)cc(C(=O)N(Cc2ccc(C)o2)C2CCS(=O)(=O)C2)cc1Cl (configuration not stated)	7%
COc1ccc(C)cc1Nc1nc2c(S(=O)(=O)c3cc(C)ccc3C)nnn2c2ccsc12	6%
C[C@@H]1CN([C@H](C)CO)C(=O)CCCn2cc(nn2)CO[C@H]1CN(C)C(=O)Nc1ccc(C(F)(F)F)cc1	-8%

The results go on.
SMILES	aSyn yeast rescue
CC(C)(C)c1ccc(S(=O)(=O)NCCN2CCOCC2)cc1	6%
O=C1CC(c2ccc(F)cc2)c2c(n3c(nc4ccccc43)[nH]c2=O)N1 (configuration not stated)	-2%
COc1ccccc1NC(=O)CSc1nnc(-c2ccoc2C)n1C	4%
COc1ccc(-n2c(Cc3cccn3C)nnc2SCC(=O)Nc2ccc(Cl)cc2)cc1	7%
Cc1cccc(Nc2cc(C)nc(-n3nc(C)cc3C)n2)c1	-3%
COc1cccc(Nc2ccc3cc(S(=O)(=O)N4CCC(C)CC4)ccc3n2)c1	11%
CN(C)c1ccc(N=Nc2cccc3ccoc23)cc1	-7%
CC(=O)N(Cc1cccnc1)c1nc2c(C)cccc2s1	11%
O=C(Nc1ccc(F)c(F)c1)C(c1ccccc1)N1Cc2ccccc2C1=O (configuration not stated)	4%
CCc1ccc(OCC(=O)N(Cc2ccccc2)C2CCS(=O)(=O)C2)cc1 (configuration not stated)	6%
CCCCC(=O)Nc1nnc(S(=O)(=O)N(C)Cc2ccc(Cl)cc2)s1	2%
O=C(CNC(=O)c1ccccc1F)NNC(=O)c1ccccc1O	5%
CN(C)C(=O)CSc1nnc(NC(=O)CCc2ccccc2)s1	5%
CCCC(C)NC(=O)COc1ccc(Sc2ccc(OCC(=O)NC(C)CCC)cc2)cc1 (configuration not stated)	9%
CCCSc1sc(C(=O)OC)c(-c2cccs2)c1C#N	8%
CCN(CC)c1ccc(NC(=O)c2sc3ccccc3c2Cl)cc1	1%
Cc1ccc(N(CC(=O)N2CCN(c3ccc(F)cc3)CC2)S(=O)(=O)c2c(C)noc2C)cc1	27%
O=C(CN1C(=O)COc2ccc(Cl)cc21)Nc1cccc(F)c1	-1%
Cc1cc(Nc2sc(C(=O)c3ccc(F)cc3)c(N)c2C(=O)Nc2ccc(F)cc2)ccc1Cl	1%
CC(C)c1ccc(/C=C/C(=O)O)cc1	-13%
COc1cc(NC(=O)c2c3c(nc4ccccc24)C(=O)N(C2CCCCC2)C3)cc(OC)c1	-11%
COc1ccc(-n2nc(C(=O)NCC(=O)NCCCN3CCOCC3)c3ccccc3c2=O)cc1Cl	-3%
Cc1ccc(CNC(=O)CC2Oc3ccc(Cl)cc3NC2=O)cc1 (configuration not stated)	-8%
Cc1ccc(CSCCNC(=O)C2CCN(S(=O)(=O)Cc3ccccc3)CC2)cc1	3%
Cc1sc2nc(CSC(C)C(=O)Nc3ccc(C(N)=O)cc3)[nH]c(=O)c2c1C (configuration not stated)	-6%

Reprinted from the part before: 3 entries, followed by the next part.
SMILES	aSyn yeast rescue
Cc1ccc(CNC(=O)CC2Oc3ccc(Cl)cc3NC2=O)cc1 (configuration not stated)	-8%
Cc1ccc(CSCCNC(=O)C2CCN(S(=O)(=O)Cc3ccccc3)CC2)cc1	3%
Cc1sc2nc(CSC(C)C(=O)Nc3ccc(C(N)=O)cc3)[nH]c(=O)c2c1C (configuration not stated)	-6%
Cc1ccccc1C(=O)N1CCC(c2nc3ccccc3s2)CC1	4%
Cc1csc2c(=O)sc(NC(=O)c3ccc(F)cc3Cl)nc12	4%
Cn1cc(S(=O)(=O)N2CCCCCC2)cc1C(=O)N1CCN(c2ccc(F)cc2)CC1	4%
COc1ccc(OC)c(NC(=O)c2cnc(N3CCCCC3)c3ccccc23)c1	7%
COc1ccc(-c2nc3ncccc3o2)cc1NC(=O)c1cccs1	2%
Cc1ccc2c(CC(=O)OCC(=O)N(CC(C)C)c3c(N)n(Cc4ccccc4)c(=O)[nH]c3=O)coc2c1	6%
COc1cccc(CNC(=O)c2ccc3c(c2)N(Cc2ccc(F)cc2Cl)C(=O)c2ccccc2S3)c1	3%
CCCCNC(=O)c1cc2nc(-c3ccc(OC)cc3)cc(C(F)(F)F)n2n1	0%
COc1ccc(C2=C(C)C(=O)N(Cc3ccc(C(=O)Nc4cccc(F)c4)cc3)S2(=O)=O)cc1	-11%
COc1cc(OC)c2c(O)c3c(c(-c4c5c(c(O)c6c(OC)cc(OC)cc46)CO[C@@H](C)[C@H]5O)c2c1)[C@H](O)[C@H](C)OC3	1%
Cc1ccc(CCNC(=O)CCn2nc(-c3ccccc3)ccc2=O)cc1	-5%
COc1ccc(Cl)cc1NC(=O)CSc1nccn1-c1ccc(Cl)cc1	1%
C1CCCN(c2nc3nonc3nc2N2CCCCCC2)CC1	0%
CCOc1ccccc1NC(=O)NCc1noc2ccc(C)cc12	-6%
CC(=O)NCCn1c(SCC(=O)Nc2ccc(C)cc2)nc2ccccc2c1=O	-6%
O=C(CNC(=O)c1ccccc1)OCc1cc(=O)n2nc(C3CCCCC3)sc2n1	0%
O=C(Nc1nnc(-c2cc(Cl)ccc2Cl)o1)c1ccc2c(c1)OCCO2	-5%
CCOc1cc(C(=O)N(C)CC(=O)Nc2cccc(F)c2)ccc1OCC(=O)N1CCCCC1	9%
O=C(Nc1ccc(O)c(-c2nc3ccccc3o2)c1)c1ccco1	3%
O=C(NCC(F)(F)F)c1nn(Cc2ccccc2)c(=O)c2ccccc12	-8%
COc1ccccc1N1CCN(CC(O)c2ccc3cc[nH]c3c2)CC1 (configuration not stated)	-5%
O=C(Nc1ccc(Oc2ccc(C(=O)O)c(C(=O)O)c2)cc1)c1cccs1	-2%
CCCN(CCC)CCCNC(=O)Cn1ncn2c(cc3sc(CC)cc32)c1=O	8%
O=C(Cn1c(=O)oc2cc(S(=O)(=O)N3CCCCCC3)ccc21)Nc1cccc(C(F)(F)F)c1	-14%
COc1ccnc(Oc2ccccc2)n1	-8%

Going on with the list:
SMILES	aSyn yeast rescue
OC(COc1cccc(OCC(O)CN2CCOCC2)c1)CN1CCOCC1 (configuration not stated)	1%
CC1CCCC(C)N1C(=O)COC(=O)C1CCN(S(=O)(=O)c2ccc3c(c2)OCCO3)CC1 (configuration not stated)	-17%
CCOCCn1c(CN(C)Cc2ccccc2)nc2c1c(=O)n(C)c(=O)n2C	4%
CC(NC(=O)NC1CCCCC1)C(c1cccs1)N1CCN(Cc2ccccc2)CC1 (configuration not stated)	0%
Cc1ccc(OCC(=O)Nc2cc(-c3nn4c(C)nnc4s3)ccc2C)cc1	-4%
COc1ccccc1-c1nc(-c2ccccc2)nc(N2CCN(C)CC2)c1C#N	-19%
C/C(=N/NC(=O)c1ccc(Br)o1)c1cccc(NC(=O)c2ccc(C)o2)c1	0%
Cc1ccc2c(cnn2C(=O)CCC(=O)NC2CCCCC2)c1	2%
CCOC(=O)N1CCN(C(=O)COC(=O)Cc2ccc(OC)cc2)CC1	-6%
Cc1nc(-c2ccc(NC(=O)/C=C\C(=O)O)cc2)cs1	1%
COc1ccc(-c2nc(SCC(=O)N(CC(C)C)c3c(N)n(Cc4ccccc4)c(=O)[nH]c3=O)n[nH]2)cc1	2%
Cc1nc2cc(-c3ccccc3)nn2c(C)c1CCC(=O)NCc1cccc(Cl)c1	1%
COc1ccc(S(=O)(=O)N2CCC(C(=O)Nc3ccc(F)cc3)CC2)c2cccnc12	-3%
Cn1ccc2cc(S(=O)(=O)N3CCN(C(=O)Nc4ccc(F)cc4F)CC3)ccc21	-5%
O=C(COC(=O)c1cccc([N+](=O)[O-])c1)Nc1ccc(Cl)cn1	-11%
COc1ccc(CCNC(=O)CS(=O)Cc2nc(-c3ccc(C)cc3)oc2C)cc1OC (configuration not stated)	8%
Cc1ccc(CNC(=O)C2CCN(c3nc(C)cc(C)n3)CC2)cc1	-12%
CCOc1ccc(NC(=O)CCc2nnc3n(C)c(=O)c4sccc4n23)cc1	-13%
C[C@H]1Oc2ccccc2C(=O)C1C(=O)c1ccccc1 (some centres not stated)	11%
Cc1ccc(-c2cn3c(n2)sc2cc(C(=O)NCCCN4CCCCC4)ccc23)cc1	-4%
CC(=O)Oc1ccc(OC(C)=O)c2c1CC1(C)OC1(C)C2 (configuration not stated)	1%
Oc1ccc(-c2nc3cnccn3c2Nc2ccc3c(c2)OCCO3)cc1	6%
O=C(CCC1N=C2c3ccccc3N=C(SCc3ccc(F)cc3)N2C1=O)NC1CCCCC1 (configuration not stated)	?
CSCCC(NC(=O)c1ccccc1Cl)C(=O)N(C)CC(=O)Nc1ccc(N2CCOCC2)cc1 (configuration not stated)	-7%
O=C(CSc1n[nH]c(=O)[nH]c1=O)N/N=C/C=C\c1ccccc1	-5%

Following part
SMILES	aSyn yeast rescue
CC(=O)NCCNC(=O)c1ccc2c(c1)S(=O)(=O)c1ccccc1C2=O	-5%
CC1CCN(S(=O)(=O)c2csc(C(N)=O)c2)CC1	-3%
CCCN(CCC)S(=O)(=O)c1ccc(C(=O)Nc2sc3c(c2C(=O)OC)CCN(CC)C3)cc1	-9%
Cc1cc(C)c(C)c(OCC(=O)O/N=C(\N)c2ccncc2)c1	10%
CCCN1C(=O)C(O)(CC(=O)c2ccc(C(C)C)cc2)c2ccccc21 (configuration not stated)	5%
CCc1ccc(NC(=O)CSc2nc(=O)n(Cc3ccncc3)c3c2CCC3)cc1	3%
COc1cccc(NC(=O)CN(C)C(=O)c2ccc3[nH]c4c(c3c2)CC(C)CC4)c1 (configuration not stated)	-8%
Cc1cc2ccccc2n1CCNC(=O)C(C)C	-11%
Cc1cc(C(=O)OCC(=O)NCc2ccccc2Cl)c(C)o1	2%
CCN1c2ccccc2-c2nc(SCC(=O)Nc3cccc(C(F)(F)F)c3)ncc2S1(=O)=O	2%
O=C(CSc1nccn1-c1ccccc1)Nc1nc2ccccc2s1	-12%
CCn1cc(C(=O)O)c(=O)c2cnc(N3CCN(C(=S)NC(=O)c4ccc(OC)cc4)CC3)nc21	4%
Cc1nc2c3ccccc3nc(NNC(=O)CCC(=O)N3CCN(c4ccc(F)cc4)CC3)n2n1	-11%
CCN(CC)CCCNC(=O)CCCn1c(=O)[nH]c2ccc(Br)cc2c1=O	-8%
O=C1CC(c2cccc(F)c2)c2c(n3ncnc3[nH]c2=O)N1 (configuration not stated)	6%
O=C(NCc1ccc(F)cc1)c1cc2n(n1)CCCN(Cc1ccc(F)cc1)C2=O	0%
Cc1ccc(-c2cc(C(=O)N3CCN(S(=O)(=O)c4ccc(Br)cc4)CC3)[nH]n2)cc1C	7%
O=C(NCCc1ccccc1)C1CCC(CNS(=O)(=O)c2ccc(Cl)cc2)CC1 (configuration not stated)	-7%
